High-throughput results (PubChem BioAssay)
EWS-Fli inh = inhibitors of EWS/Fli oncoprotein transcriptional activity; A673 NR0B1-luciferase reporter, viability-normalised; inhibition, % at 12.6 µM; actives 0.67% (n = 350,000); AID 651661;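 active means mean inhibition of at least 50% after viability correction, with every replicate also passing that limit; inconclusive means mean reaches 50% but only one of two replicates passes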;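 further: firefly luciferase signal divided by Alamar Blue viability fluorescence both relative to DMSO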
ERp5 block = inhibitors of human ERp5; Q15084; ERp5 insulin aggregation, absorbance 650 nm, 90 min; inhibition, % at 9.99 µM; actives 0.05% (n = 350,000);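 active means mean replicate inhibition above about 25%, with every replicate also reaching it, limit read from the data, passing the limit was not always enough; inconclusive means only one of those two criteria met; inactive means neither criterion met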
Target sequence (Q15084 whole entry, looked up): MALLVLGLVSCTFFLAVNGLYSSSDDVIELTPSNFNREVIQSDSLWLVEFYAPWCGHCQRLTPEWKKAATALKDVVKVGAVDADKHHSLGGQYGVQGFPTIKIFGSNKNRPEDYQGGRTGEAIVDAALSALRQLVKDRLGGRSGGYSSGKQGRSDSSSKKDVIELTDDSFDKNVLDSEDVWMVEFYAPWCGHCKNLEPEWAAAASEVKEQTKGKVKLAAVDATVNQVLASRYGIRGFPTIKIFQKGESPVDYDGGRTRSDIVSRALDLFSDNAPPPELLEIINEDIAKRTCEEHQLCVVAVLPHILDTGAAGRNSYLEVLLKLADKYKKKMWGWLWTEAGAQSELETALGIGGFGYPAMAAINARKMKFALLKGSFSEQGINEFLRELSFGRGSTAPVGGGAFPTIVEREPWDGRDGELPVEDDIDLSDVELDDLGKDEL
PAX8 inh HTS = PAX8 transcriptional activity inhibition | RMG-I TPO-luciferase reporter, SteadyGlo, 24 h | inhibition, % at 12.6 µM | actives 1.2% (n = 360,000) | AID 652154;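 active means mean replicate inhibition at least 60% with every replicate also reaching 60%; inconclusive means only one of the two criteria is met; inactive means mean below 60% and not all replicates reaching 60%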;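 further: luciferase light reporting Pax8 driven TPO promoter activity; plate controls were median of neutral control wells for no effect and mitoxantrone controls for full effect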
F508del corr = CFTR F508del correction in bronchial cells; actives 0.36% (n = 350,000); CFBE cells, YFP halide quenching; stimulated with forskolin plus potentiator P3; % fluorescence drop versus neutral controls; activity (quench increase), % at 7.58 µM;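 active means mean added fluorescence quench of at least 8% versus neutral control, with both replicates also reaching 8%; inconclusive means only one of the mean or replicate conditions met; inactive means mean below 8% and not both replicates reaching 8%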;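 further: cells transiently co-express mutant CFTR-F508del with the halide-sensitive YFP; corrector assay measuring rescue of mutant channel to the surface after 24 h compound exposure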
INS-1E GSIS act = primary screen for activators of insulin secretion dependent on glucose, INS-1E cells, GLuc reporter luminescence; activation, % at 16.6 µM; actives 0.61% (n = 370,000); INS-1E GLuc reporter insulin secretion, 2-3 h; AID 743287;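 active means lowest replicate activation of at least 40%, so every replicate reaches that level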;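 further: 0% = median of neutral control wells and 100% = median of IBMX positive control wells; some compounds called inactive have numbers as strong as hits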
DENV2 CPE = protects cells from dengue virus 2 cytopathic effect; AID 651640; actives 1.7% (n = 350,000); CPE inhibition, % at 9.99 µM; DENV2-infected cells, cytopathic effect rescue, plate reader; in the data active means CPE inhibition above about 20%, passing the limit was not always enough; inconclusive means no clear call, values can overlap the other calls; tested in BHK-21 cells;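 further: 0% = median of neutral control wells and 100% = median of positive control wells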
ARNT TACC3 PPI = disruptors of human ARNT/TACC3 interaction; Q9Y6A5; AlphaScreen His-ARNT PAS-B/GST-TACC3 binding, luminescence; TACC3 fragment carries E629A point mutation; inhibition, % at 9.99 µM; actives 0.66% (n = 390,000);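 active means mean inhibition of replicates at least 50% and at least half of replicates each reaching 50%; inconclusive means half or more replicates reach 50% but mean below 50%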;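 further: 0% = complete ARNT plus TACC3 wells and 100% = ARNT alone without TACC3; many hits fall short of the cut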
Xi reactivation = reactivates the inactive X chromosome in mouse fibroblasts | XiGFP mouse fibroblasts, % GFP-positive cells imaging, 3 d; cells co-treated with 5-aza-dC sensitizer; scaled so ellipticine positive control = 100% | activation, % at 7.58 µM | actives 0.055% (n = 360,000) | AID 743238;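 active means mean normalized replicate activation at least 10% and every replicate at or above 10%; inconclusive means only one of the two criteria met; inactive means mean below 10% and not all replicates reach 10%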;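 further: 0% = median of on-plate neutral control wells and 100% = ellipticine 6 µM median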
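Schedule: 3 d treatment, 15 min room-temperature fixation; system: 68-5-11 XiGFP fibroblast line; buffer or medium: DMEM plus 5-aza-dC sensitizer; control set: ellipticine 6 µM positive control; compound: one concentration, pinned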
Starred values were filed as active, the others as inactive; u = inconclusive; x = no result given.

Compound	ERp5 block	Xi reactivation	INS-1E GSIS act	F508del corr	DENV2 CPE	ARNT TACC3 PPI	PAX8 inh HTS	EWS-Fli inh
CC(=O)Nc1ccc(NC(=O)COc2c(C)cc(Br)cc2C)cc1	3.9	0.3	6.4	-0.1	x	-7.9	12.6	8.0
C[C@@H](O)C#Cc1cnc2c(c1)C(=O)N([C@@H](C)CO)C[C@H](C)[C@@H](CN(C)CC1CCOCC1)O2	u	-0.8	7.7	-1.0	-1.2	-10.9	-18.5	-18.1
CC(=O)c1cccc(NC(=O)Cn2nc(-c3ccc(Cl)cc3)ccc2=O)c1	-4.5	0.0	9.8	0.7	3.3	1.1	10.6	-1.6
COC(=O)C[C@H]1C[C@@H]2c3cc(NC(=O)Nc4ccccc4)ccc3O[C@@H]2[C@H](CO)O1	-1.4	0.2	13.4	2.2	2.3	-0.6	-18.4	-5.5
CN1CC(=O)N2[C@H](c3ccc4c(c3)OCO4)c3[nH]c4ccccc4c3C[C@@H]2C1=O	-3.0	0.1	x	0.2	u	2.9	12.8	-7.9
COC(=O)C1C2CC(C(Br)C2Br)C1C(=O)O (stereo not drawn)	-5.7	0.2	20.0	-0.6	-4.3	-3.8	5.0	5.6
O=C1c2c(-c3ccc(Br)cc3)noc2CCN1Cc1cn(C2CCCC2)nn1	-2.1	-0.2	-24.2	-1.9	9.1	x	28.8	8.3
COCc1[nH]nc2c1C(c1cccc(C(F)(F)F)c1)NC2=O (stereo not drawn)	0.3	-0.2	24.8	-2.7	0.5	x	-15.1	-5.9
CCN1CCN(c2ccc(S(=O)(=O)N3CCOCC3)cc2NC(=O)c2cccc([N+](=O)[O-])c2)CC1	-3.2	1.9	-8.1	1.9	1.0	-3.7	-1.2	20.0
O=C(Nc1ccccc1)N1CC(=O)N2[C@H](CO)[C@@H](c3ccc(C#Cc4cccnc4)cc3)[C@@H]2C1	1.4	0.3	-11.8	-0.6	12.8	x	-54.1	3.0
c1ccc(N/N=C(\Cc2ncc[nH]2)c2ccccc2)cc1	-1.8	-0.1	5.3	-1.2	10.0	x	7.8	0.0
CC1CCN(C(=O)CSc2nc3c(c(=O)n2C)SCC3)CC1	0.1	0.3	-0.6	-0.9	-0.7	4.0	-11.9	1.1

Additional entries:
Compound	ERp5 block	Xi reactivation	INS-1E GSIS act	F508del corr	DENV2 CPE	ARNT TACC3 PPI	PAX8 inh HTS	EWS-Fli inh
CC1(C)CC(=O)c2sc(NS(=O)(=O)c3ccc(Br)cc3)nc2C1	-0.4	-0.1	7.6	-2.5	-5.5	3.4	-11.3	5.4
COc1ccc(-n2c(=S)[nH]c3cc(C(=O)NCc4ccccc4)ccc3c2=O)c(OC)c1	3.9	0.0	-6.1	-0.7	13.3	6.6	14.3	13.1
COc1ccc(CN2CCN(c3ncccn3)CC2)c(C)c1C	-1.6	0.1	19.9	-5.5	-2.8	-6.1	-1.2	4.8
CCN(CC)C(=O)Oc1cc2c(-c3cc4cccc(OC)c4o3)cc(=O)oc2cc1C	-3.6	0.0	8.1	-2.0	1.9	4.7	18.2	7.3
Cc1cccc(N2CCN(CCCNC(=O)c3ccc(NC(=O)C4=CSCCO4)cc3)CC2C)c1 (stereo not drawn)	4.9	0.0	-42.1	-4.4	6.5	11.7	8.0	x
CC(=O)N(C)C[C@@H]1Oc2cc(C#Cc3cccnc3)ccc2S(=O)(=O)N([C@@H](C)CO)C[C@@H]1C	-8.6	-1.0	29.7	-1.1	4.5	-5.7	x	14.0
O=C(NNS(=O)(=O)c1ccc(F)cc1)C1CCCCC1	3.1	0.0	4.8	1.6	11.1	25.3	-1.5	-3.3
CO[C@H]1CN(C)C(=O)c2ccc(NC(=O)c3cnccn3)cc2OC[C@H](C)N(C)C[C@@H]1C	0.6	-0.1	1.8	-0.1	8.3	x	x	6.5
Cc1ccc(S(=O)(=O)NCc2ccc(N3CCN(C(=O)OC(C)(C)C)CC3)cc2)cc1	-8.1	-0.1	x	0.2	-1.4	-4.5	x	23.6
C[C@@H]1CN([C@@H](C)CO)C(=O)c2cc(NS(=O)(=O)c3ccccc3)ccc2O[C@@H](C)CCCCO[C@H]1CN(C)Cc1ccncc1	-4.3	0.0	-1.7	-0.1	-3.1	-6.7	9.9	-0.1
CS(=O)(=O)N1CCN(C(=O)COc2ccc3ccccc3c2)CC1	-2.8	0.0	10.2	2.2	5.0	-3.1	-8.9	6.4
COCCCNC(=O)Cc1c(C)c2c(cc(C)c3c(C(C)(C)C)coc32)oc1=O	2.9	3.7	-52.1	1.5	-10.1	-13.2	55.8	49.8

Other records.
Compound	ERp5 block	Xi reactivation	INS-1E GSIS act	F508del corr	DENV2 CPE	ARNT TACC3 PPI	PAX8 inh HTS	EWS-Fli inh
O=C(O)Cc1ccc(NC(=S)Nc2cccc(Cl)c2Cl)cc1	x	0.3	-1.6	x	x	-1.2	5.2	x
O=C(COc1ccc(Cl)cc1[N+](=O)[O-])N1CCCCCC1	1.3	0.0	6.3	3.8	2.9	9.0	-2.1	-4.8
O=C1CCN(C(=S)NCc2ccccc2)CC1	4.4	0.2	5.9	0.0	8.1	2.7	10.6	-1.7
COc1cccc(NC2=C(NCCO)C(=O)c3ccccc3C2=O)c1	1.1	0.0	0.6	1.6	u	47.4*	16.1	1.2
COc1ccc2nc3c(cc2c1)c(NC(=O)CC(C)C)nn3CC(C)C	1.6	0.0	21.4	-1.9	6.6	-5.8	-21.1	8.8
COc1ccc(NC(C)=O)cc1NC(=O)c1cccc(S(=O)(=O)N2CCc3ccccc32)c1	3.3	0.3	-12.9	-1.0	-4.8	5.2	27.3	-14.7
Cc1ccc(F)cc1NC(=O)c1cnccn1	-0.7	0.2	11.5	1.3	-0.4	-13.1	-24.0	11.2
O=C1CCCC2=C1C(c1cccc(Br)c1)n1nc(-c3ccco3)nc1N2 (stereo not drawn)	0.3	0.8	6.9	-0.1	3.5	-2.5	6.5	7.5
CCn1cc(CN2CCC(C(=O)Nc3cccc(-c4cccc(Cl)c4)c3)CC2)c(C)n1	-5.5	1.6	-30.7	0.9	-6.4	-0.2	2.6	25.1
O=C1CCCN1C(=O)COc1ccc([N+](=O)[O-])cc1	-8.7	0.0	33.9	-0.6	-3.3	0.7	-12.1	1.8
CNC[C@H]1Oc2cc(C#CC(C)(C)O)ccc2S(=O)(=O)N([C@H](C)CO)C[C@H]1C	9.7	0.1	18.9	-3.2	12.0	-0.7	x	-4.4
CC(=O)N1CCN(S(=O)(=O)c2cccc(C(=O)OCc3ccc(F)cc3)c2)CC1	-3.7	0.1	x	2.2	11.6	x	22.9	-2.8

(more compounds)
Compound	ERp5 block	Xi reactivation	INS-1E GSIS act	F508del corr	DENV2 CPE	ARNT TACC3 PPI	PAX8 inh HTS	EWS-Fli inh
C[C@H](CO)N1C[C@H](C)[C@H](CN(C)S(=O)(=O)c2ccccc2F)Oc2cc(-c3ccccc3)ccc2S1(=O)=O	-5.1	0.0	-3.0	1.4	-6.5	8.6	33.9	15.7
Cc1noc(C)c1NC(=O)N(C)C[C@H]1OCCCC[C@@H](C)Oc2ccc(NS(=O)(=O)c3ccccc3)cc2C(=O)N([C@@H](C)CO)C[C@@H]1C	0.1	0.0	-1.5	-1.7	-10.6	-1.4	-14.6	-5.3
O=[N+]([O-])c1ccc(N2CCOCC2)cc1SCc1ccco1	-2.3	0.1	x	x	u	-2.5	10.7	5.0
C=CCN=C1S/C(=C\c2ccc(N(C)C)cc2)C(=O)N1CC=C	2.6	-0.1	x	-0.4	2.4	1.9	-139.7	-68.5
COc1c(Br)cc(Br)cc1/C=N/NC(=O)c1ccncc1	2.3	-0.1	12.3	-2.1	-3.9	-7.8	2.1	-9.9
CCC(CC)c1nc2ccccc2c(=O)[nH]1	-8.4	0.0	2.6	5.3	-3.7	-1.4	-4.2	-12.4
C[C@H]1CN([C@@H](C)CO)C(=O)Cc2cc(NS(=O)(=O)c3ccccc3)ccc2O[C@@H]1CN(C)Cc1ccc(C(F)(F)F)cc1	6.2	-0.1	-27.6	-2.5	8.1	-13.4	18.9	x
COc1ccc(C2C(C(=O)Nc3cc(OC)c(OC)c(OC)c3)c3ccccc3C(=O)N2C)cc1 (stereo not drawn)	0.2	0.1	13.8	-0.1	6.6	-28.1	25.2	60.3*
C=CCN1C(=O)c2ccc(C(=O)N(CC)CC(=O)Nc3ccc(OC)cc3)cc2C1=O	-2.3	0.2	16.4	-1.8	4.1	-1.8	-15.9	6.2
CCCCN(C(=O)C1CC(=O)N(c2ccc(CC)cc2)C1)c1c(N)n(CCC)c(=O)[nH]c1=O (stereo not drawn)	-6.4	-0.2	-6.0	1.3	0.3	-6.1	2.6	7.2
COc1ccc(OCC(=O)Nc2c3c(nn2C(C)(C)C)CS(=O)(=O)C3)cc1	0.1	-0.1	27.6	1.7	2.0	-7.4	12.3	x
Cc1nc2c(OCc3ccc(C(F)(F)F)cc3)cccn2c1N(C)Cc1cccs1	-0.6	0.1	x	-3.7	-7.4	x	-35.6	7.5

A draw from above in order of heavy-atom count, descending.
Compound	ERp5 block	Xi reactivation	INS-1E GSIS act	F508del corr	DENV2 CPE	ARNT TACC3 PPI	PAX8 inh HTS	EWS-Fli inh
Cc1noc(C)c1NC(=O)N(C)C[C@H]1OCCCC[C@@H](C)Oc2ccc(NS(=O)(=O)c3ccccc3)cc2C(=O)N([C@@H](C)CO)C[C@@H]1C	0.1	0.0	-1.5	-1.7	-10.6	-1.4	-14.6	-5.3
C[C@H](CO)N1C[C@H](C)[C@H](CN(C)S(=O)(=O)c2ccccc2F)Oc2cc(-c3ccccc3)ccc2S1(=O)=O	-5.1	0.0	-3.0	1.4	-6.5	8.6	33.9	15.7
Cc1nc2c(OCc3ccc(C(F)(F)F)cc3)cccn2c1N(C)Cc1cccs1	-0.6	0.1	x	-3.7	-7.4	x	-35.6	7.5

The results go on.
Compound	ERp5 block	Xi reactivation	INS-1E GSIS act	F508del corr	DENV2 CPE	ARNT TACC3 PPI	PAX8 inh HTS	EWS-Fli inh
CCCNC(=O)C[C@@H]1CC[C@H]2[C@@H](COc3ccc(NC(=O)c4ccc(C(F)(F)F)cc4)cc3C(=O)N2C)O1	x	0.0	-4.1	2.7	x	x	1.1	0.4
COC(=O)Nc1ccc(S(=O)(=O)NNC(=O)c2c(O)c3ccccc3n(C)c2=O)cc1	3.5	0.0	6.4	-0.6	-3.3	-4.1	10.6	0.4
Cc1nn(C)cc1CNC(=O)c1cc2n(n1)C(C(F)(F)F)CC(c1cccs1)N2 (stereo not drawn)	2.2	x	4.7	0.9	x	-2.7	x	4.9
O=C(Nc1ccccc1)C1C(c2ccccc2)C1(Cl)Cl (stereo not drawn)	5.8	0.2	-10.6	-4.7	2.1	-6.1	-6.6	6.3
C[C@@H]1CN([C@H](C)CO)C(=O)c2cccc(NC(=O)C3CCCCC3)c2O[C@H]1CN(C)S(=O)(=O)c1ccc(F)cc1	1.6	-0.5	-4.4	-0.3	-0.7	0.1	x	3.3
